Screening results (PubChem BioAssay)
Mtb UGM inh: blocks M. tuberculosis UGM enzyme. inhibition, % at 10 µM. actives 0.06% (n = 320,000). P9WIQ1. purified UGM, fluorescence polarization probe displacement; in the data active = inhibition above about 10%, passing the limit was not always enough
Target sequence (P9WIQ1 whole entry, looked up): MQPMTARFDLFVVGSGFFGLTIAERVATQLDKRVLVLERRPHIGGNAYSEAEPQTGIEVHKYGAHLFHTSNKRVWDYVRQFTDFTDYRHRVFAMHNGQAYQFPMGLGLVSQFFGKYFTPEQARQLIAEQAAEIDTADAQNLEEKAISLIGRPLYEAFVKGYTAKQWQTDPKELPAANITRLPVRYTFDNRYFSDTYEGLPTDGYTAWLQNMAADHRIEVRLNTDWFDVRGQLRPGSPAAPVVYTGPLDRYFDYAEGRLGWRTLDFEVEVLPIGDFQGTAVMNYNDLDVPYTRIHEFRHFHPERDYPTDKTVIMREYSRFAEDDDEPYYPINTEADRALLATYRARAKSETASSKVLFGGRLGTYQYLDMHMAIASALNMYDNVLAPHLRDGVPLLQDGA
Mtb FBA inh: inhibits M. tuberculosis FBA enzyme; P9WQA3; purified M. tuberculosis FBA, fluorescence read-out; inhibition, % at 1 µM; actives 2.3% (n = 360,000); AID 588726; in the data active = inhibition above about 27%;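 note: 0% = vehicle and 100% = reference inhibitor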
Target sequence (P9WQA3 whole entry, looked up): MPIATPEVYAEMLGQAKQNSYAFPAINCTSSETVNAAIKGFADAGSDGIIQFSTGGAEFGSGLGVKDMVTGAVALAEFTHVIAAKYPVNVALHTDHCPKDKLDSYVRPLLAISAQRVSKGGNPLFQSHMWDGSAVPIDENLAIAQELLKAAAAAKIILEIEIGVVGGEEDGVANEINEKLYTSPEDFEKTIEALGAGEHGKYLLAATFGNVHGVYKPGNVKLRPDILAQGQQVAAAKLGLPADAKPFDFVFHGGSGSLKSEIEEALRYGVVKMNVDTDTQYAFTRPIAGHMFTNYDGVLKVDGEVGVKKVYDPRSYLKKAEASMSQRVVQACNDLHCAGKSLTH
BH1578 lux ind: inducers of Vibrio cholerae quorum light production without autoinducers; V. cholerae BH1578 lux reporter, luminescence, 6 h; actives 0.16% (n = 350,000); activation, % at 18.7 µM; in the data active = activation mostly above about 9.7%, no sharp cut-off; note: not every result past the cut was called active; inactives centre near 0; reference of the scale not given here
SSB-PriA inh: blocks PriA binding to SSB C-terminal tail. AlphaScreen SSBct-PriA binding, biotinylated peptide. inhibition, % at 33 µM. actives 0.6% (n = 430,000). AID 1272365; in the data active = inhibition mostly above about 37%, no sharp cut-off; inactive = mostly below about 20%;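 note: plate controls were negative control peptide for no effect and reference peptide for full effect; strong numbers were not always called active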
BioA inh: BioA (M. tuberculosis) enzyme inhibition; purified M. tuberculosis BioA enzyme, plate reader; AID 602481; inhibition, % at 9.99 µM; actives 0.096% (n = 360,000); in the data active = inhibition above about 40%
MazF activator: activators of E. coli MazEF toxin-antitoxin RNase; actives 0.32% (n = 350,000); activation, % at 20 µM; FAM/BHQ RNA-DNA oligo cleavage fluorescence, 5 h; AID 504720; P0AE70; in the data active = activation above about 50%
Target sequence (P0AE70 whole entry, looked up): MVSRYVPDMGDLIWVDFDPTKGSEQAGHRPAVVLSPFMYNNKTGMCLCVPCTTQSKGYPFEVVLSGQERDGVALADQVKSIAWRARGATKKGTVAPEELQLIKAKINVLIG
DUSP3 inh: inhibitors of human VHR1 phosphatase (DUSP3). recombinant VHR phosphatase, pNPP absorbance. actives 0.52% (n = 290,000). P51452. inhibition, % at 13.3 µM; in the data active = inhibition above about 50%; note: some compounds called inactive have numbers as strong as hits
Target sequence (P51452 whole entry, looked up): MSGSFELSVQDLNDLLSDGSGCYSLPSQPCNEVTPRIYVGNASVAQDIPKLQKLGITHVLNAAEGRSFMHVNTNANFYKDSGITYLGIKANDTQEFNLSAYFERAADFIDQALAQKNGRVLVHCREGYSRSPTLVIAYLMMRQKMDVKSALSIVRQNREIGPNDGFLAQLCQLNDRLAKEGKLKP
Rv3671c protease: Rv3671c (M. tuberculosis) protease inhibition. inhibition, % at 5.96 µM. actives 0.048% (n = 320,000). AID 2606; in the data active = inhibition above about 38%;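 note: extracellular domain of Rv3671c used as enzyme; 0% = enzyme with DMSO and 100% = no enzyme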
SARS 3CLpro inh: SARS-CoV 3CLpro protease inhibition | recombinant SARS-CoV 3CLpro, quenched FRET peptide cleavage | inhibition, % at 6 µM | P0C6X7 | actives 0.14% (n = 290,000); in the data active = inhibition above about 12%
GDH-TPI inh: inhibits GDH-TPI coupling enzymes, artifact for Mtb FBA screen; actives 1.2% (n = 360,000); GDH-TPI coupled enzyme counterscreen, NADH absorbance; inhibition, % at 4.8 µM; AID 588335; in the data active = inhibition above about 30%;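 note: 0% = DMSO wells and 100% = wells lacking the enzyme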
* = called active by the depositor; i = inactive; nt = no result given.

SMILES	Mtb UGM inh	Mtb FBA inh	BH1578 lux ind	SSB-PriA inh	BioA inh	MazF activator	DUSP3 inh	Rv3671c protease	SARS 3CLpro inh	GDH-TPI inh
CCCCNC(=S)NNC(=O)c1nn(C)cc1Cl	-3.1	0	-0.3	-6	-1.1	-14	0	5	-1	-8
O=C(C1CCN(S(=O)(=O)c2cccc3cccnc23)CC1)N1CCN(c2ccccc2)CC1	0.7	3	-0.5	0	-0.1	7	32	0	4	1
COC(=O)c1cc(S(=O)(=O)N2CCCCCC2)c[nH]1	-1.5	1	-0.2	-3	0.9	10	6	0	5	2
O=C(COc1ccc(S(=O)(=O)N2CCOCC2)cc1Cl)NCc1ccccn1	-0.1	-6	-0.7	6	2.8	2	12	-8	-6	9
COc1cc(/C=C/C(=O)C2C(=O)C=C(C)OC2=O)cc(OC)c1O (centres undefined)	-1.2	5	2.3	-2	nt	-35	-14	-5	2	16
CC1CCCN(S(=O)(=O)c2csc(C(N)=O)c2)C1 (centres undefined)	-0.3	0	-0.6	1	0.6	10	28	4	7	4
CS(=O)(=O)N1CCCC(C(=O)Nc2c(F)cccc2F)C1 (centres undefined)	-0.5	0	-0.3	-19	-0.1	4	4	-4	1	2
Cc1ccc(S(=O)(=O)N2CC(C(=O)O)Oc3ccccc32)cc1 (centres undefined)	-0.7	3	-0.9	0	-0.5	5	30	-7	-5	-13
c1ccc(-c2nnc3sc(-c4ccncc4)nn23)cc1	-1.4	0	-1.2	0	nt	8	9	4	4	1
Cc1csc(CN(C)C(=O)CC2C(=O)NCCN2Cc2ccc(Cl)c(F)c2)n1 (centres undefined)	2.8	10	-6.7	-6	0.7	0	35	2	2	3
COc1ccccc1Nc1ccc([N+](=O)[O-])cn1	-1.7	-2	i	-8	nt	-4	30	10	2	11
Cn1c(CCc2ccc(N)cc2)nc2ccccc21	-1.7	0	i	-8	nt	-19	7	3	-2	-2
CC(=O)c1ccc(OCc2cn(CC(=O)c3ccc(O)cc3)nn2)c(C)c1	nt	0	-0.4	nt	0.0	5	nt	nt	nt	21
CC(C)N(c1ccccc1)c1ncnc(NCCC(=O)O)c1[N+](=O)[O-]	0.6	-4	-0.1	-2	nt	1	13	2	3	17
CCCn1c(=N)c(C#N)cc2c(=O)n3cccc(C)c3nc21	-0.1	nt	nt	nt	nt	nt	30	3	1	nt
Cc1ccc2c(c1)C1(OCCO1)C(=O)N2	-2.0	0	i	1	1.1	6	6	0	4	2
COC(=O)c1ccc(N=NNc2ccccc2)cc1	-0.7	-2	-0.4	-3	-0.4	2	2	10	-5	23
CC(=O)Nc1ccc(NC(=O)C2(C)Cc3c(-c4cccc(C(F)(F)F)c4)ccnc3O2)cc1 (centres undefined)	nt	1	-0.5	nt	0.3	nt	nt	nt	nt	0
COc1ccc(NC(=O)CSc2nnc(Cc3ccccc3)o2)c(OC)c1	3.1	3	-0.9	-16	-1.4	-2	1	-13	-3	7
O=C(COC(=O)c1ccccc1)Nc1cccc(S(=O)(=O)NC2=NCCCCC2)c1	0.1	2	-0.1	-9	nt	-2	-4	-1	0	4
O=[N+]([O-])c1ccc(/C=N/Nc2nc3ccccc3o2)cc1	0.6	2	0.5	nt	7.6	-1	27	-2	-1	6
COc1cccc(NC(=O)Cn2c(=O)n(CCCC(=O)NCc3ccco3)c(=O)c3ccccc32)c1	nt	4	0.8	2	0.8	5	-19	nt	4	10
CCNC(=O)NC(=O)CSc1ccc(NC(C)=O)cc1	-0.2	-1	0.1	-1	1.5	3	4	0	1	-7
CS(=O)(=O)N(CC(=O)N1CCc2ccccc2C1)Cc1ccccc1	-0.5	2	1.8	-3	-0.3	-2	28	4	-2	0
Cc1ccccc1-c1nnc(CN2CCN(C(=O)c3ccco3)CC2)o1	-1.6	3	-0.2	-7	0.2	2	15	-4	-2	16
COC(=O)C1=C(N)Oc2cc(C)n(Cc3ccccc3)c(=O)c2C1c1ccccc1 (centres undefined)	-1.7	-1	-0.7	15	nt	8	-8	-13	-4	6
CCOc1ccc(Oc2ccc(Cl)cc2N)cc1	2.5	0	nt	-19	nt	-5	22	3	8	-5
CCOc1cc(C2C(C(=O)c3ccco3)=C(O)C(=O)N2Cc2ccccc2)ccc1O (centres undefined)	3.0	-2	-0.2	-8	-1.2	2	-15	4	2	-1
C=CCn1c(=O)c2ccc(C(=O)NCc3ccccc3)cc2n(Cc2cccc(Cl)c2)c1=O	0.6	5	-0.2	-5	-0.2	-19	8	-5	2	17
CCN(CC)CCN(Cc1cc2cc3c(cc2[nH]c1=O)OCCO3)C(=S)NCCCN(C)C	1.5	12	i	8	-2.6	-25	14	-7	-1	2
C=CCNC(=S)NCC	-4.0	0	0.4	6	-0.9	5	1	-2	3	-2
Cc1ccc(S(=O)(=O)NC2CC(C)(C)N(O)C(C)(C)C2)cc1	-0.9	5	i	3	-3.0	1	nt	-7	nt	5
Cc1ccc(OCCC(=O)N2CCN(c3ccc(O)cc3)CC2)cc1	-2.4	-1	i	-10	nt	6	2	-2	2	9
C=CCn1c(O)c(N=O)c2ccccc21	4.9	-1	2.8	-2	3.4	-2	-34	-11	1	14
O=C(Cn1cncn1)NCc1cc(F)ccc1F	0.0	-1	i	-57	-0.1	-3	9	-4	1	3
O=C(c1ccc(-n2ccnc2)cc1)N1CCCC(CO)(Cc2cccc(Cl)c2)C1 (centres undefined)	-2.4	-1	-0.3	0	2.3	4	-9	1	-1	3
COc1ccc(N2CCN(c3nc4ccccc4nc3NS(=O)(=O)c3ccccc3)CC2)cc1	-0.1	6	0.0	29	-0.9	0	19	-2	5	27
O=C1CC(c2cccs2)Sc2nc3ccccc3n21 (centres undefined)	0.5	1	-0.3	-1	0.3	-4	-8	2	3	11
N#Cc1cccc(NC(=O)c2cc(C3CCCCN3C(=O)C3CC3)on2)c1 (centres undefined)	nt	0	i	nt	-1.1	nt	nt	nt	nt	13
CCC(=O)N1CCc2cc(S(=O)(=O)CCC(=O)Nc3ccc(C)c(F)c3)ccc21	-0.5	3	nt	-11	0.9	-3	9	0	0	0

Fetched by compound from the entries so far, 6 records:
SMILES	Mtb UGM inh	Mtb FBA inh	BH1578 lux ind	SSB-PriA inh	BioA inh	MazF activator	DUSP3 inh	Rv3671c protease	SARS 3CLpro inh	GDH-TPI inh
O=C(Cn1cncn1)NCc1cc(F)ccc1F	0.0	-1	i	-57	-0.1	-3	9	-4	1	3
Cc1ccc(OCCC(=O)N2CCN(c3ccc(O)cc3)CC2)cc1	-2.4	-1	i	-10	nt	6	2	-2	2	9
C=CCn1c(O)c(N=O)c2ccccc21	4.9	-1	2.8	-2	3.4	-2	-34	-11	1	14
Cc1ccc(S(=O)(=O)NC2CC(C)(C)N(O)C(C)(C)C2)cc1	-0.9	5	i	3	-3.0	1	nt	-7	nt	5
O=C1CC(c2cccs2)Sc2nc3ccccc3n21 (centres undefined)	0.5	1	-0.3	-1	0.3	-4	-8	2	3	11
COc1ccc(N2CCN(c3nc4ccccc4nc3NS(=O)(=O)c3ccccc3)CC2)cc1	-0.1	6	0.0	29	-0.9	0	19	-2	5	27

(listing goes on)
SMILES	Mtb UGM inh	Mtb FBA inh	BH1578 lux ind	SSB-PriA inh	BioA inh	MazF activator	DUSP3 inh	Rv3671c protease	SARS 3CLpro inh	GDH-TPI inh
CS(=O)(=O)c1sc2nc(-c3ccccc3)cc(-c3ccccc3)c2c1N	0.2	4	1.9	1	0.5	3	5	-9	-2	-3
CC(=O)N1CCC2(CC1)C(C#N)=C(N)Oc1n[nH]c(CSc3ccc(C)cc3)c12	3.1	3	-0.4	-25	1.1	-3	12	-9	-6	8
OC[C@@H]1CN(Cc2ccc(Cl)cc2)C[C@H](n2cnc3c(Nc4ccccc4)ncnc32)O1	nt	3	i	nt	-0.5	nt	nt	nt	nt	12
Cc1cc(C)c(S(=O)(=O)N(C2=NCCS2)S(=O)(=O)c2c(C)cc(C)cc2C)c(C)c1	2.0	1	i	-14	-0.6	2	29	-7	4	1
O=[N+]([O-])c1ccccc1OCCCNCc1ccccc1	1.1	0	0.2	3	nt	2	27	4	4	2
COc1cc2c(cc1OC)CN(C(=O)c1cc(S(=O)(=O)N3CCCCC3)ccc1Cl)CC2	-3.4	2	-7.7	8	-1.0	-7	9	-7	2	2
Cc1ccc(N2C(=O)c3cccc(Oc4ccc(Cl)cc4)c3C2=O)c(C)c1	-1.4	1	i	-12	nt	0	-5	2	3	5
O=C(Cc1cccs1)Nc1nnc(CCc2ccccc2)s1	-0.8	-5	-0.2	-17	1.4	0	24	-1	-1	-2
CN(C)c1nc2c(c(=O)[nH]c(=O)n2C)n1CCOc1ccccc1	-1.7	-3	-0.1	-4	-0.3	0	12	0	0	-4
N#Cc1c(/N=C/c2ccco2)sc2c1CCC2	0.8	4	5.0	nt	7.2	8	-11	1	-2	5
CC(C)CC(=O)NC(C)C(c1cccs1)N1CCOCC1 (centres undefined)	0.6	3	i	-6	-1.0	3	14	-3	5	-8
O=[N+]([O-])c1c(C(Cl)Cl)nn(-c2ccccc2)c1N1CCOCC1	0.1	0	3.0	25	-2.1	6	-3	7	7	17
N#Cc1c(-c2cccc(Br)c2)cc(-c2cccnc2)nc1N	3.9	131*	-0.3	-8	-1.2	8	12	-48	4	16
OC1(c2cccnc2)CCN(Cc2nnnn2Cc2ccccc2)CC1	-0.6	4	-0.2	-10	nt	9	27	1	-1	11
CCOC(=O)CC1ON(C)C(=O)N1c1ccc([N+](=O)[O-])cc1 (centres undefined)	-2.3	1	-2.6	-7	-1.7	13	18	-9	-5	19
Cn1ccnc1SCc1cc(=O)[nH]c2ccccc12	0.5	-3	-6.2	3	1.1	1	-9	-14	-1	7
CCOC(=O)c1sc(NC(NC(=O)c2ccco2)(C(=O)OC)C(F)(F)F)nc1C (centres undefined)	-1.3	5	i	2	-0.6	9	3	-3	0	6
COc1ccccc1N1CCN(S(=O)(=O)c2ccc(Cl)s2)CC1	0.6	0	-6.7	-20	-0.7	-6	8	2	2	-3
Cc1cc2oc(C(=O)N(Cc3ccccc3)C3CCS(=O)(=O)C3)c(C)c2cc1C (centres undefined)	-0.4	6	-0.5	7	-1.6	-1	10	-7	0	10
O=C(CSc1ncc(-c2ccc(F)cc2)[nH]1)Nc1cccc(O)c1	-3.7	-3	i	18	2.5	6	-1	-2	0	2
COc1ccc(OC)c(NC(=O)NNC(=O)COc2ccc([N+](=O)[O-])cc2)c1	-2.4	-4	i	-13	4.4	6	6	-2	-1	-7
O=C(Cn1nnc(-c2ccccc2)n1)N1CCN(c2ccc(F)cc2)CC1	3.0	0	i	1	nt	-1	6	4	6	-4
O=c1nc(/C=C/c2ccc(-c3ccc(F)cc3)o2)cc(C(F)(F)F)[nH]1	-0.8	nt	nt	nt	nt	nt	12	-26	4	nt
CCCCN1C2CCCC1CC(NC(=O)c1ccc(OC)c(OC)c1)C2 (centres undefined)	3.4	3	1.9	-8	-1.3	5	25	-4	4	-10
Cc1ccccc1NC(=O)c1cc(S(=O)(=O)Nc2cccc(C(=O)O)c2)ccc1Cl	4.9	2	i	7	-1.3	7	-7	-1	-1	-3
COc1ccc(/C=C/C(=O)OCC(=O)N2c3ccccc3CC2C)cc1OC (centres undefined)	nt	-3	-0.6	nt	-0.4	1	nt	nt	nt	4
CCNC(=S)NCCN1CCOCC1	1.4	2	-5.1	1	-0.9	2	-10	6	-2	0
CCCCN1Cc2cc(C(=O)c3cc(F)ccc3O)cnc2NC1=O	1.5	8	3.6	0	2.0	1	15	-9	4	14
CCc1cc2ccc(C)cc2nc1SCC(=O)N1CCN(C(=O)c2ccco2)CC1	2.7	1	i	3	nt	-3	14	5	0	3
CCOC(=O)c1cc2c(ccn2C)n1CC(=O)N1CCC(C)CC1	-2.0	1	-2.9	13	-0.9	-12	19	-10	-6	10
CCCCc1ccc(NC(=O)C2CCCC2)cc1	1.2	5	-0.4	-14	nt	12	nt	0	nt	20
COc1ccc(-c2coc3cc(O)cc(O)c3c2=O)cc1	-1.8	1	i	-3	1.0	2	-3	1	-5	19

An excerpt; rates above refer to the full screens.
